ST2 inh: inhibitors of human ST2 (IL1RL1) binding to IL-33, primary screen, biochemical, AlphaLISA | inhibition, % for hits at 17 µM | AlphaLISA ST2-Fc/biotin-IL-33 interaction, 1 h | hit rate 2.3% among 78,000 | AID 1259354, 2018 | Interleukin-1 receptor-like 1 (Homo sapiens), Q01638; in the data active = inhibition above about 30%; inconclusive = mostly about 10% to 28%
Calls only; i = inactive; u = inconclusive. The list is partial. The share of hits here may be higher or lower than overall.

| nr | Structure | ST2 inh |
| --- | --- | --- |
| 1 | Cc1cc(=O)n(-c2ccccc2)[nH]1 | u |
| 2 | O=C(O)CNC(=O)c1ccccc1 | i |
| 3 | CC(=O)O[C@H]1Cc2ccccc2N(C(N)=O)c2ccccc21 | i |
| 4 | Cc1ccnc(NC(c2cccc(O)c2)c2ccc3ccc(C)nc3c2O)c1 (stereo not drawn) | u |
| 5 | Nc1c2c(nc3ccccc13)CCCC2O (stereo not drawn) | u |
| 6 | Cn1c(=O)c2c(ncn2CCO)n(C)c1=O | i |
| 7 | COc1ccc(/C=c2\sc3n(c2=O)CN(c2ccccc2)CN=3)cc1 | u |
| 8 | Cc1cccc(NC(c2ccccc2F)c2ccc3ccc(C)nc3c2O)n1 (stereo not drawn) | u |
| 9 | CCCCC1C(=O)N(c2ccccc2)N(c2ccccc2)C1=O | i |
| 10 | CC(C)=CCc1cc(-c2coc3cc(O)ccc3c2=O)ccc1O | i |
| 11 | COc1ccc2ccc(=O)oc2c1 | i |
| 12 | O=C(Nc1ccc(C(=O)O)c(O)c1)c1ccccc1 | i |
| 13 | NC(=NCc1ccccc1)NC(=O)c1nc(Cl)c(N)nc1N | u |
| 14 | NC(N)=NC(=O)Cc1c(Cl)cccc1Cl | i |
| 15 | Cc1cccc2nc(-c3ccccn3)c(Nc3ccccc3)n12 | u |

Structures listed so far containing a halogen, in the order listed:
| nr | Structure | ST2 inh |
| --- | --- | --- |
| 8 | Cc1cccc(NC(c2ccccc2F)c2ccc3ccc(C)nc3c2O)n1 (stereo not drawn) | u |
| 13 | NC(=NCc1ccccc1)NC(=O)c1nc(Cl)c(N)nc1N | u |
| 14 | NC(N)=NC(=O)Cc1c(Cl)cccc1Cl | i |

For convenience, 2 of the compounds above:
| nr | Structure | ST2 inh |
| --- | --- | --- |
| 11 | COc1ccc2ccc(=O)oc2c1 | i |
| 12 | O=C(Nc1ccc(C(=O)O)c(O)c1)c1ccccc1 | i |

Screens from PubChem BioAssay.
